# aSyn UTR inh: MLPCN primary screen, SNCA 5' untranslated region; alpha-synuclein 5'UTR reporter, inhibitor activity; inhibition, % (tested at 7.5 µM); 300,000 compounds, 0.82% hits; in the data active = inhibition above about 60%;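 note: H4 neuroglioblastoma cells stably carrying SNCA 5'UTR luciferase fusion; 0% = DMSO wells and 100% = positive control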
# KLF5 inhibitor: KLF5 expression inhibitors, primary screen, DLD-1 cells, luminescence; DLD-1 KLF5 promoter-luciferase reporter; inhibition, % at 5 µM; 290,000 compounds, 0.23% hits;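 active = inhibition above a per-plate limit of that plate's mean compound inhibition plus 3 SD, cut at about 60% in these data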;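 note: 0% = DMSO wells and 100% = LY294002 at 200 µM; higher means less KLF5 promoter-driven luciferase light; inactives centre near -14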
# GSK3A inh: blockers of GSK3A enzyme activity – biochemical, luminescence, cell-free homogeneous, HTS, primary screen; inhibition, % at 10 µM; AID 2650, 2010; Glycogen synthase kinase-3 alpha (Homo sapiens), P49840; GSK-3 alpha kinase, ADP-Glo luminescence, 60 min; 320,000 compounds, 0.1% hits;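 in the data active = inhibition above about 50%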;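 note: GST-tagged GSK-3 alpha with peptide substrate and 25 µM ATP; 0% = DMSO neutral wells and 100% = GW8510 positive control wells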
# Target sequence (P49840 whole entry, looked up): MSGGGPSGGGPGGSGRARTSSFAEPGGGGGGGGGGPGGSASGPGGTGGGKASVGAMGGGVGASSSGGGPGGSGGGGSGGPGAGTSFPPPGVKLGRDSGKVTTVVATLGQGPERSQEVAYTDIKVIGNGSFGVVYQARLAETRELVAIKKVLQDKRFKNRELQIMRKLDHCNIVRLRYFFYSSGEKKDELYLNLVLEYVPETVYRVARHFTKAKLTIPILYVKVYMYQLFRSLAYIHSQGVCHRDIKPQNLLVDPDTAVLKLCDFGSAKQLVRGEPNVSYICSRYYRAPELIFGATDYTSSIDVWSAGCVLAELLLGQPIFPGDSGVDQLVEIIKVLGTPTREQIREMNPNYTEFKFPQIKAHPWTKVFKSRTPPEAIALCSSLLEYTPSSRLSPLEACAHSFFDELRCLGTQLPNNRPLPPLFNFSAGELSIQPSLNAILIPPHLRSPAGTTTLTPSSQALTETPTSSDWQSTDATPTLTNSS
# AI-2 QS modul: Vibrio harveyi AI-2 quorum sensing modulators, primary screen, JMH597 strain, luminescence/OD600 ratio; Vibrio harveyi JMH597 AI-2 luminescence/OD600 ratio, 9 h; stronger effect = lower value; strain lacks LuxN and CqsS sensors; 0 = neutral-control median; activity change, % at 7.5 µM; 300,000 compounds, 0.4% hits; in the data active = activity change below about -75%, passing the limit was not always enough;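 note: luminescence divided by OD600 gain over 9 h not by final OD600 alone; inactives centre near 13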
# IEC-6 tox: cytotoxicity in IEC-6 intestinal epithelial cells, primary screen, cytotoxicity control for KLF5 inhibitor project, cell-based, luminescence. IEC-6 cytotoxicity, luminescence viability. inhibition, % at 5 µM. 290,000 compounds, 0.78% hits. AID 1825, 2009; in the data active = inhibition above about 22%;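 note: 0% = plate median of test compound wells and 100% = cytotoxic reference compound wells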
# PolyA inhibitor: polyadenylation inhibitors in yeast reporter cells, primary screen, luminescence, S. cerevisiae | S. cerevisiae SKY197-pL101 polyadenylation reporter, beta-gal luminescence; efflux-impaired pdr1/pdr3 knockout yeast; score 100 = 6 SD above DMSO | calls only at 12 µM | 300,000 compounds, 0.02% hits;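 active = lowest replicate activity score at least 50, where 100 means six control SD above control mean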;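 note: yeast exposed to compound for 9 h at 30 °C; higher score means more reporter readthrough which indicates perturbed polyadenylation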
# HSP90 refold inh: HSP90 inhibitors, primary screen, cell lysate, luminescence; AID 1789, 2009; Rabbit reticulocyte lysate, luciferase refolding luminescence, 3 h; inhibition, % at 5.6 µM; Heat shock protein HSP 90 (rabbit reticulocyte lysate; luciferase refolding); 290,000 compounds, 0.91% hits;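 active = inhibition above the screen-wide mean plus 3 SD, computed separately per campaign, cut at about 16% in these data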;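 note: 0% = DMSO wells and 100% = 60 µM geldanamycin wells; inhibitors lower the luminescence because luciferase stays unfolded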
# HSF1 inh: HSF1 inhibitors in luciferase reporter cells, primary screen, cell-based, NIH3T3, luminescence; activity change, negative = inhibition, % at 7.5 µM (by protocol); AID 2098, 2009; NIH3T3-HGL HSE-luciferase, MG132-induced, luminescence 8 h; stronger effect = lower value; 300,000 compounds, 0.77% hits;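 active = more than half of replicate wells show activity change below -50%, luminescence cut by over half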;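 note: luciferase reports HSF-1 transcriptional activity via heat shock element; 0% = median of DMSO wells and -100% = zero luminescence signal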
# HSF-1 act: HSF-1 activators, primary screen, NIH3T3-HGL cells, MG132 stress, luminescence, single point; NIH3T3-HGL HSF-1 luciferase reporter, 8 h; 100% = twice DMSO control signal; activation, % at 9 µM; 300,000 compounds, 1.7% hits;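 active = mean replicate activation of at least 50% with a set share of replicates each reaching 50%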;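 note: 0% = median of the neutral control wells and 100% = twice that signal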
# GSK3beta inhib: human GSK3beta kinase inhibitors, primary screen, biochemical, cell-free homogeneous, HTS. Glycogen synthase kinase-3 beta (Homo sapiens), P49841. GST-GSK3beta kinase, ADP-Glo luminescence, 60 min; stronger effect = lower value. activity score (negative = inhibition), % at 10 µM. 300,000 compounds, 0.038% hits;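 active = more than half of replicate wells score below -50%, meaning over 50% inhibition versus plate controls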;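 note: 0% = median DMSO wells and -100% = median GW8510 positive control wells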
# Target sequence (P49841 whole entry, looked up): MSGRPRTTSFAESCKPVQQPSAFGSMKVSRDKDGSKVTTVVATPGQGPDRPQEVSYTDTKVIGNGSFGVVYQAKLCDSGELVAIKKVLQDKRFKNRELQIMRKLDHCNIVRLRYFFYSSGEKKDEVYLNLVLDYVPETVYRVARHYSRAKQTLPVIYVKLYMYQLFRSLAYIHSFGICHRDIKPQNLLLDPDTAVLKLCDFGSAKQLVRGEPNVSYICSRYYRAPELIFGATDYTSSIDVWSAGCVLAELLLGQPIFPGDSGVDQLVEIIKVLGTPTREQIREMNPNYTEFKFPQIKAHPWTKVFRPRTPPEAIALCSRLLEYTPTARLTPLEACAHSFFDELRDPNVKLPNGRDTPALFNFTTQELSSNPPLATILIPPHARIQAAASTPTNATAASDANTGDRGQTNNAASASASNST
#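 Test system – GST-tagged human GSK3beta kinase, cell-free · Incubation – 60 min enzyme reaction, room temperature · Signal – ADP-Glo luminescence · Also added – peptide substrate and ATP at 25 µM · Controls – DMSO neutral wells and GW8510 at 20 µM as positive · Buffer or medium – Tris/MgCl2 kinase buffer · Measure – Luminescence-derived activity versus plate DMSO and GW8510 wells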
# * = called active by the depositor; i = inactive; . = no result given. These rows are one share of the data, so the mix of outcomes need not match the whole.
SMILES,aSyn UTR inh,KLF5 inhibitor,GSK3A inh,AI-2 QS modul,IEC-6 tox,PolyA inhibitor,HSP90 refold inh,HSF1 inh,HSF-1 act,GSK3beta inhib
CC(=O)c1ccc(Nc2c(C)n(C)n(-c3ccccc3)c2=O)cc1,24,-31,-1,24,5,i,0,3,-9,-5
Cc1ccc(Sc2ccc([N+](=O)[O-])cc2[N+](=O)[O-])nc1,-9,-13,-4,26,6,i,1,7,12,1
CCCN(CC(=O)Nc1ccccc1C)C(=O)CC(NC(=O)c1ccccc1)c1ccccc1 (stereo unspecified),13,.,5,27,.,i,.,-1,-15,4
O=C(Nc1cc(C(F)(F)F)ccc1N1CCCC1)c1cccnc1,18,-34,-2,17,-9,i,1,-9,-12,3
Cc1cc(Br)cc2c(C(=O)NCC3CCCO3)cc(-c3cccs3)nc12 (stereo unspecified),-46,-29,-2,28,-7,i,-2,23,42,1
Cc1cc(N)n2ncc(-c3cccc(Br)c3)c2n1,.,-126,1,.,9,.,-1,.,.,.
COc1ccc(OC)c(NC(=O)CSc2nc3ccccc3cc2Cc2ccccc2)c1,13,2,-1,1,-3,i,-3,-54*,-65,0
CCNC(=O)COC(=O)c1ccc(-c2nc3ccccc3s2)s1,-67,-24,2,36,13,i,9,23,29,0
Cc1ccc(OCC(=O)NNC(=S)NC(=O)c2cccs2)c(C)c1,25,-17,-3,32,-8,i,-4,9,8,1
CCn1nc(C)c(NC(=O)Nc2cccc(Cl)c2Cl)c1C,-30,-2,0,27,5,i,1,1,-4,0
Cc1cc(CNC(=O)[C@H]2C[C@@H]2[C@H](NP(=O)(c2ccccc2)c2ccccc2)c2ccccc2)nn1C,.,-19,1,.,-1,.,1,.,.,.
COc1cccc(/C=N/NC(=O)CC(=O)NCCc2ccccc2)c1OC,21,-4,-2,14,-1,i,0,4,-14,0
C=CCn1c(=O)c2ccccc2n2c(SCC(C)=O)nnc12,5,-56,-1,.,0,i,0,0,-5,.
CN1CCN(C(=O)c2ccccc2NC(=O)c2cccs2)CC1,-14,16,-1,16,4,i,-1,-13,-7,-2
COCCNC(=O)C(c1ccc(F)cc1)N(Cc1cccs1)C(=O)CCC(=O)Nc1ccccn1 (stereo unspecified),-10,9,0,20,-9,i,3,-1,4,0
COc1ccc(-c2nc(NC(=O)CSc3nnc(C)s3)ns2)cc1,-70,-12,-1,7,-8,i,-1,-10,-8,0
Cc1ccc(CSCCNC(=O)c2ccc(NS(C)(=O)=O)cc2)cc1,8,-7,0,29,2,i,-3,3,-11,0
COC(=O)[C@H](CCSC)NC(=O)Nc1ccc(OC)cc1,-4,-31,-1,-21,-9,i,-3,-7,-2,3
CCCSc1nc2c(cnn2-c2ccccc2)c(=O)n1N,-83,-101,-1,30,2,i,4,11,31,1
Cc1ccccc1NC(=O)c1ccc(CN2CCC(Cc3ccccc3)CC2)cc1,-1,-24,0,25,4,i,4,-8,3,0
COc1cc(/C=C/C(=O)OCC(=O)c2c(N)n(C)c(=O)n(C)c2=O)ccc1OCC#N,18,-2,-2,15,5,i,3,-1,-7,2
O=C(N/N=C/c1ccncc1)c1cc(-c2ccc(Br)s2)[nH]n1,-19,-8,0,2,10,i,5,0,17,0
Clc1cc(Br)ccc1OCCCNCc1ccccc1,-17,-24,2,10,1,i,7,-6,29,-2
COc1ccccc1CNC(=O)c1cn(C)c2ccc(S(=O)(=O)N3CCCC3)cc2c1=O,-2,-20,2,32,-7,i,2,4,-3,0
CC(C)(C)c1nnc(NC(=O)Cc2ccc(Br)cc2)s1,-19,-15,1,14,4,i,-2,-4,11,0
Cc1noc(C)c1C(=O)N1CCc2ccccc21,10,-7,-6,28,-3,i,9,1,-9,0
O=C(O)CCc1ccc(-c2ccccc2)n1CC(=O)Nc1cccc(C(F)(F)F)c1,-1,-52,-5,11,-4,i,-3,14,33,2
O=C(NCc1ccccc1)c1ccccc1CO,13,8,0,20,-9,i,0,2,-28,1
COc1ccc(S(=O)(=O)N(C)CC(=O)N2CCN(C)CC2)cc1C,2,-3,-2,2,-2,i,2,0,-11,3
Cc1cc(C)nc(NS(=O)(=O)c2ccc(NC(=O)c3cccs3)cc2)n1,20,2,-7,12,4,i,0,-10,-19,3
COc1ccc(NC(=O)c2ccccc2-c2ccccc2)c(C)c1,-9,-13,-2,2,0,i,3,-4,-13,0
Cc1ccccc1/C=N/Nc1ccc(Cl)nn1,-48,-16,6,-3,-4,i,-1,-5,-11,-5
COc1ccc(CCNC(=O)CNS(=O)(=O)c2ccc(Cl)cc2)cc1,11,.,-2,13,.,i,.,5,40,-2
COc1ccc(S(=O)(=O)N2CCOC2CNC(=O)C(=O)NCc2ccco2)cc1OC (stereo unspecified),16,-28,-1,-5,3,i,1,4,4,-1
O=C(CCC(=O)Nc1ccc(Br)cc1)N/N=C/c1ccccc1O,54,49,-4,31,3,i,4,0,-1,0
Cc1ccc2cc(CN(Cc3cccs3)C(=O)c3ccco3)c3nnnn3c2c1C,3,9,-7,25,-4,i,-2,8,23,4
Cc1ccc(NC(=O)CSc2ccc(C(N)=O)cc2[N+](=O)[O-])cc1C,-15,-14,8,12,-5,i,-4,10,2,6
CCCn1nnnc1SCC(=O)Nc1ccc(F)cc1,-10,13,-3,-7,-3,i,2,-5,0,-1
CC1CCCCC1NC(=O)CSc1nncs1 (stereo unspecified),18,-30,-3,11,0,i,3,4,-6,3
CC(=O)Nc1ccc(S(=O)(=O)NCCC(=O)Nc2ccc(C)cn2)cc1,15,2,0,3,3,i,-2,1,11,-3
N#Cc1ccsc1NC(=O)CN1CCN(S(=O)(=O)c2cc(Cl)ccc2Cl)CC1,-11,-20,2,7,9,i,0,1,-2,1
CCC(O)C1CCN(C(=O)c2cc(COc3ccc4ncccc4c3)on2)CC1 (stereo unspecified),9,42,0,-2,14,i,-1,-7,-9,1
Cc1ccc(C2N(c3nccs3)C(=O)C3CCCN32)cc1 (stereo unspecified),-6,-23,-2,8,2,i,-1,1,30,-4
CNC(=O)C(Sc1nc(C)nc2c1oc1ccccc12)C(C)=O (stereo unspecified),2,-20,11,6,2,i,-3,4,-5,6
Cc1cccc(C)c1NC(=O)CSc1nnc(-c2ccccc2)n1Cc1ccc2c(c1)OCO2,-3,33,1,28,-3,i,2,2,-5,1
CN(C)c1ccc(-c2noc(C3CCN(S(=O)(=O)c4ccc(C(=O)O)cc4)CC3)n2)cc1,28,-2,10,45,4,i,-3,-3,-8,5
Cc1ccc(NC(=O)CSc2nccn2C)cc1F,-62,-51,0,14,-5,i,0,22,6,-26
COc1ccc(Nc2ccc(OC)cc2)cc1,-105,-36,7,-12,1,.,6,4,34,-2
Cc1c(C(=O)Nc2ccc(C(F)(F)F)cc2)sc2ncn(CC(=O)N3CCN(c4ccccn4)CC3)c(=O)c12,18,-15,-16,-9,-6,i,-3,12,27,2
O=C(NC1CCN(C(=S)NCCc2ccccc2)CC1)C1CCCCC1,18,-23,-1,14,-3,i,1,-4,-4,1
COc1ccc(NC(=O)CSc2nnc(CN3CCOCC3)n2-c2ccccc2)cc1Cl,4,-31,0,15,-3,i,-1,0,5,2
COc1cc2c(cc1OC)CN(C(=O)c1ccc(S(=O)(=O)N3CCCC3)cc1)CC2,20,-16,-1,16,-4,i,1,-2,28,0
CCOc1ccc(CN2CCN(c3cc(C)nc4c5c(C)cc(C)nc5nn34)CC2)cc1,14,-24,.,32,-4,i,6,-2,-2,0
CC(C)(C)c1csc(CS(=O)(=O)c2ccccn2)n1,-63,-52,4,19,-5,i,1,5,-13,2
CCc1cc2c(SCC(=O)c3ccc(Cl)s3)ncnc2s1,-43,-22,-3,26,-3,i,0,31,37,-5
CN(Cc1cccnc1)C(=O)c1cc(COc2ccc3ncccc3c2)on1,3,-8,-7,39,18,i,1,-1,-16,0
CC(C)C[C@H](NC(=O)OC(C)(C)C)C(=O)N/N=C/c1ccc2nccnc2c1,3,-19,1,19,-5,i,-6,-10,-13,-7
Cc1nn(C)c(C)c1S(=O)(=O)N(CC(=O)NCCCOC(C)C)c1ccc(C(C)C)cc1,-28,-30,-3,19,-1,i,0,0,-5,1
CN1CCN(CC#CCC(O)(c2ccccc2)C2CCCC2)CC1 (stereo unspecified),-17,-10,-2,15,4,i,2,0,-15,-2
CN(C)CCCNc1c2ccccc2nc2ccccc12,71*,49,1,29,10,i,-1,2,7,-3
# Further structures follow.
SMILES,aSyn UTR inh,KLF5 inhibitor,GSK3A inh,AI-2 QS modul,IEC-6 tox,PolyA inhibitor,HSP90 refold inh,HSF1 inh,HSF-1 act,GSK3beta inhib
CNC(=S)N(Cc1ccc(Cl)cc1)Cc1cccs1,20,20,-2,4,-4,i,0,16,54*,0
O=C(Nc1cccc(F)c1)NC1CCCCC1,-156,-87,-2,28,3,i,2,16,25,-6
N/C(=N\O)c1ccc([N+](=O)[O-])s1,0,-2,1,63,3,i,2,6,-1,0
O=c1[nH]c(C2CCN(S(=O)(=O)c3ccccc3)CC2)nc2c1nnn2Cc1ccc2c(c1)OCCO2,-6,-10,2,6,-2,i,1,-2,-5,-2
O=C(Nc1cccc(Br)c1)c1ccc2nc(N3C(=O)CCC3=O)sc2c1,-56,-18,-1,9,5,i,4,-9,-5,-1
Cc1ccc(C(=O)OC2OC(=O)C(Cl)=C2N2CCOCC2)cc1 (stereo unspecified),11,-20,-6,15,12,i,13,7,10,2
CN(Cc1ccc2c(c1)OCCO2)C(=O)CN1C(=O)NC2(CCCCC2)C1=O,-4,-29,-1,11,0,i,1,-1,-1,-1
CCCCNC(=O)c1ccccc1NC(=O)CCSc1ccccc1,-30,-11,.,24,-2,i,0,-4,15,3
NNC(=O)c1oc2nc(-c3cccs3)cc(-c3ccco3)c2c1N,-47,-27,-1,38,-4,i,-1,-1,-7,1
COc1ccc(N2CC(NS(=O)(=O)c3ccc4ccccc4c3)CC2=O)cc1 (stereo unspecified),7,.,1,26,.,i,.,9,11,1
CCOC(=O)CSc1nnc(CNc2ccc(Cl)cc2)n1-c1ccccc1,-22,6,-2,1,-1,i,4,3,1,0

# 2 neighbouring compounds from above, for reference:
SMILES,aSyn UTR inh,KLF5 inhibitor,GSK3A inh,AI-2 QS modul,IEC-6 tox,PolyA inhibitor,HSP90 refold inh,HSF1 inh,HSF-1 act,GSK3beta inhib
CNC(=S)N(Cc1ccc(Cl)cc1)Cc1cccs1,20,20,-2,4,-4,i,0,16,54*,0
O=C(Nc1cccc(F)c1)NC1CCCCC1,-156,-87,-2,28,3,i,2,16,25,-6

# Assay outcomes: PubChem, several laboratories
